Screening data (PubChem)
PfHsp40 rescue: rescue of PfHsp40-mediated yeast toxicity; growth rescue, % at 12.5 µM; 0.68% of 340,000 active; S. cerevisiae expressing PfHsp40, growth rescue, ATP luminescence; in the data active = growth rescue above about 28%, passing the limit was not always enough; inconclusive = no clear call, values can overlap the other calls;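 note: yeast W303a lacking pdr1 and pdr3 grown in galactose medium; growth measured after three days at 30 °C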
CCHFV vOTU inh: blocks the CCHF virus ovarian tumor domain protease. CCHFV vOTU protease, Pep-AMC fluorescence. inhibition, % at 11.5 µM. 0.55% of 370,000 active; in the data active = inhibition above about 30%; note: 0% = vehicle wells with enzyme and 100% = no enzyme wells
DUSP3 inh: inhibitors of human VHR1 phosphatase (DUSP3) | 0.52% of 290,000 active | P51452 | recombinant VHR phosphatase, pNPP absorbance | inhibition, % at 13.3 µM; in the data active = inhibition above about 50%; note: some compounds called inactive have numbers as strong as hits
Target sequence (P51452 whole entry, looked up): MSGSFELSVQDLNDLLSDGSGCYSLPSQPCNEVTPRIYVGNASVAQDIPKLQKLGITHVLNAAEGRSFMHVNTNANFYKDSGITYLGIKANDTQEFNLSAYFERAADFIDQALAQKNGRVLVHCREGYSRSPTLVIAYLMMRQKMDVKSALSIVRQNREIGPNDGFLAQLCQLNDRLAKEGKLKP
BH1578 lux ind: quorum light induction in luxS cqsA deficient V. cholerae. V. cholerae BH1578 lux reporter, luminescence, 6 h. activation, % at 18.7 µM. 0.16% of 350,000 active. AID 588436; in the data active = activation mostly above about 9.7%, no sharp cut-off; inconclusive = no clear call, values can overlap the other calls; inactive = mostly below about 3.7%; note: not every result past the cut was called active; inactives centre near 0; reference of the scale not given here
TcdB inh: inhibitors of Clostridioides difficile toxin B glycohydrolase; TcdB glycohydrolase enzymatic assay, plate reader; AID 652162; 0.24% of 350,000 active; P18177; inhibition, % at 9.99 µM; in the data active = inhibition above about 10%
SSB-PriA inh: blocks PriA binding to SSB C-terminal tail; AlphaScreen SSBct-PriA binding, biotinylated peptide; inhibition, % at 33 µM; 0.6% of 430,000 active; in the data active = inhibition mostly above about 37%, no sharp cut-off; inactive = mostly below about 20%;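 note: plate controls were negative control peptide for no effect and reference peptide for full effect; strong numbers were not always called active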
Yp Topo-I inh: inhibitors of Yersinia pestis topoisomerase I; AID 504884; Y. pestis Topo-I cleavage product accumulation, plate reader; 0.064% of 360,000 active; activity, % at 10 µM; in the data active = activity above about 50%, passing the limit was not always enough; inconclusive = no clear call, values can overlap the other calls; note: inactives centre near 2
3CLpro inhibitor: SARS-CoV 3CLpro protease inhibition; inhibition, % at 6 µM; P0C6X7; 0.14% of 290,000 active; recombinant SARS-CoV 3CLpro, quenched FRET peptide cleavage; in the data active = inhibition above about 12%
Anthrax LF prot: blocks Bacillus anthracis lethal factor protease. multiplex microsphere protease cleavage assay, LF. inhibition, % at 10 µM. 0.12% of 360,000 active. AID 588501; note: plate controls were buffer without enzyme for full effect and enzyme alone for no effect
Target sequence (P15917 whole entry, looked up): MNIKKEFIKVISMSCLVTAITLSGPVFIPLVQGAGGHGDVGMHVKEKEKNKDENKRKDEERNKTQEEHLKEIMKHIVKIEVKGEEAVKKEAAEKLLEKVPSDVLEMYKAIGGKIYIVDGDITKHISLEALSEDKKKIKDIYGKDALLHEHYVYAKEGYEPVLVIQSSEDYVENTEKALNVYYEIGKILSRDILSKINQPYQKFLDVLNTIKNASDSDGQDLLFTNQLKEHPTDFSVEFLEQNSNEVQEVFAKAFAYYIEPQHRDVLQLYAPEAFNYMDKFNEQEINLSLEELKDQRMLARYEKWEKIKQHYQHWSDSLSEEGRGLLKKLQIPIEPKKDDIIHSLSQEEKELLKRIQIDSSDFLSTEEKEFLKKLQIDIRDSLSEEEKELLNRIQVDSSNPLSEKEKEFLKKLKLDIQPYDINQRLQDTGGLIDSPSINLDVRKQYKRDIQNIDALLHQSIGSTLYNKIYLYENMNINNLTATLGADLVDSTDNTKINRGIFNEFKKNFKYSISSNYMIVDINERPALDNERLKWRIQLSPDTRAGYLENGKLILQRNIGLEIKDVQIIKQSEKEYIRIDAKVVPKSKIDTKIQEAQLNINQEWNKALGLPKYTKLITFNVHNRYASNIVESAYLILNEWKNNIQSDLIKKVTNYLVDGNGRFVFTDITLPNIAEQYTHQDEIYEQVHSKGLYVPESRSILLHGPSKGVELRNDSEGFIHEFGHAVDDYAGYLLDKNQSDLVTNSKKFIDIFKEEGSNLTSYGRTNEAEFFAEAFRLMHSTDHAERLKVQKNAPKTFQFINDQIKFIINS
BoNT A protease: BoNT A light chain protease inhibition | multiplex microsphere protease substrate cleavage, flow cytometry | inhibition, % at 10 µM | 0.17% of 360,000 active | AID 588499; note: plate controls were buffer without enzyme for full effect and enzyme alone for no effect
Numbers without * were called inactive; i = inactive; ? = inconclusive; . = not tested or not shown; & = joins results of further samples. Cut-off read from the data, not from the text of the source, unless noted: active = inhibition above about 30%; inconclusive = no clear call, values can overlap the other calls; inactive = below that.

molecule,PfHsp40 rescue,CCHFV vOTU inh,DUSP3 inh,BH1578 lux ind,TcdB inh,SSB-PriA inh,Yp Topo-I inh,3CLpro inhibitor,Anthrax LF prot,BoNT A protease
O=C(CN(CCc1ccccc1)C(=O)CNS(=O)(=O)c1ccc(F)cc1)NCC1CCCO1 (configuration not stated),3.2,3,20,i,.,-12,1,2,-3,0.0
Oc1c(N=NC(=S)Nc2ccccc2F)c2ccccc2n1Cc1ccccc1F,3.5,2,21,3.1,0.6,6,-9,-4,4,12
O=C(Nc1ccc(F)cc1)N1CCCCCC1,-1.4,-9,2,-1.6,1.5,-10&-10,9,-3,2,1.5
CNC(=O)c1sccc1-n1cccc1,0.7,2,28,i,.,1,-7,1,-6,-1.1
COc1cccc(-c2nn(C)c3sc(C(=O)NCc4ccc5c(c4)OCO5)cc23)c1,0.4,6,-12,-0.2,-0.8,-10,19,3,8,-0.1
Cn1c(SCC(=O)NC2CCCCC2)nnc1-c1cc2cc(Cl)ccc2o1,-0.8,-6,4,3.9,.,-16,0,5,-2,-0.6
COc1cccc(/C=N/NC(=O)c2cnccn2)c1,-0.8,-13,8,-0.3,.,.,0,0,1,-0.9
CCCCN(CCCC)C(=O)/C=C/c1cccc([N+](=O)[O-])c1,1.2,4,-11,i,.,0,33,0,-3,-0.3
Nc1nnnn1CC(=O)N/N=C/c1cccs1,-0.4,7,17,-0.4,-0.6,i,0,4,-11,3.6
CN1CCN(/N=C/c2ccc(C#N)cc2)CC1,-0.2,21,-6,i,0.0,.,8,2,-6,-0.9
Oc1ccc(Cc2ccc(Cl)cc2)c(O)c1,0.3,1,-5,-0.5,10*,2,-1,1,-3,-7.4
CC(=O)C(C)n1c(CN2CCN(C(=O)c3ccco3)CC2)nc2c1c(=O)n(C)c(=O)n2C (configuration not stated),-0.1,1,34,i,1.9,-7,4,2,-1,0.1
COc1ccc(-n2c(=O)[nH]c3c(C(N)=O)nc(C4CCCCC4)nc32)cc1,0.7,10,21,-0.3,-0.8,-10,1,0,-1,-1.8
Cn1ncc2c(Nc3ccc(O)cc3)nc(Cl)nc21,0.1,13,23,-0.5,-0.3,-6,5,1,7,4.3
O=C(COc1ccc(C(=S)N2CCCC2)cc1)Nc1ccccc1C(F)(F)F,-2.5,21,14,-0.1,0.1,2,24,-3,-3,0.2
O=[N+]([O-])c1cc([N+](=O)[O-])c(Oc2c(F)cc(F)cc2F)cc1NN1CCCCC1,-0.1,1,1,i,0.9,12,-2,1,-4,-0.5
O=C(COC(=O)C1CC2C=CC1C2)Nc1cccc(S(=O)(=O)N2CCOCC2)c1 (configuration not stated),1.0,-5,25,-0.5,0.5,-13,7,8,-7,-0.4
CC(=NCCN1CCCCC1)c1c(O)n(-c2ccc(Cl)cc2)c(=O)[nH]c1=O,0.5,1,21,i,.,9,2,-2,-4,-4.8
Cn1c(C2=C(O)CN(c3ccccc3)C2=N)nc2ccccc21,-0.8,-4,37,-0.2,1.9,2,8,-2,-4,-0.4
CCc1nnc(NC(=O)CCC(=O)N2CCN(C3c4ccccc4-c4ccccc43)CC2)s1,-0.9,-6,9,i,0.6,-9,4,0,-1,0.2
COCCN(C(=O)COC(=O)CCCOc1ccc(OC)cc1)c1c(N)n(Cc2ccccc2)c(=O)[nH]c1=O,0.5,-1,.,-2.3,2.6,-9,12,.,6,-3.5
O=[N+]([O-])/C(Cl)=C(/NCCO)C(Cl)=C(Cl)Cl,-0.3,8,.,5.6,0.2,.,2,.,-5,0.2
O=C(NCCCN1CCOCC1)c1ccc(Br)s1,-1.5,-8,4,-0.4,0.6,-13,-1,2,1,0.5
COc1ccc(C)cc1S(=O)(=O)NC(C)C(=O)NC1CC1 (configuration not stated),1.1,11,41,i,0.4,-2,13,-1,-6,-2.5
COC(=O)[C@]1(C)CCC[C@@]2(C)C3CC[C@@]4(C)C[C@]3(CCC21)CC(=O)N4C (some centres not stated),-1.3,10,.,1.6,0.4,-4,33,.,-10,1.2
O=C(NCc1ccc(Cl)cc1)c1ccccc1Oc1ccccc1,0.8,12,-26,.,.,-55,0,4,1,-1.1
CCn1cc(Cl)c(C(=O)Nc2ccc3c(c2)OCCO3)n1,-0.2,-9,1,2.1,1.5,-10,3,1,3,0.2
Cc1cc(N)ccc1NC(=O)CN1CCOCC1,-0.4,-4,19,i,2.0,0,1,-3,-4,-0.1
COc1ccc(/C(C)=N/NC(=O)c2ccc(CSc3cccc4cccnc34)cc2)cc1OC,0.7,-20,23,i,.,.,0,2,-5,0.1
COCCNC(=O)C1CCCN(C(=O)COc2ccc(Cl)cc2Cl)CC1 (configuration not stated),.,0,.,-0.7,0.1,.,-3,.,-2,-0.3
O=c1[nH]c(=O)n(C(c2ccccc2)(c2ccccc2)c2ccccc2)cc1N(CCO)CCO,-0.2,15,.,i,-0.6,7,12,.,4,-0.4
COc1cc(/C=C/C(=O)OCC(=O)N2CCC(C)CC2)ccc1O,1.4,1,.,-1.8,0.3,-12,4,.,0,-0.9
C=CCNc1nc(C2(C)CC3(CC(C)(C)OC3=O)C(=O)O2)cs1 (configuration not stated),0.0,5,25,-4.0,.,2,-4,0,-1,0.0
O=S1(=O)CC(N2CCN(CC3CC3)CC2)CN1C1CCCC1 (configuration not stated),.,1,.,.,-0.6,.,.,.,-12,-0.2
CCC(c1nnnn1C(C)(C)C)N1CCN(C/C=C/c2ccccc2)CC1 (configuration not stated),.,9,.,.,1.2,.,.,.,1,0.3
Cc1cc(NC(=O)COC(=O)c2oc3c(Cl)cccc3c2C)no1,-0.5,-4,-4,-0.1,.,7,13,1,-2,0.2
N#CCSc1nc2sccc2c(=O)n1-c1ccccc1,-1.0,-1,0,-0.4,2.0,6,-10,-4,-2,-0.1
COc1cccc(Cc2n[nH]c(=S)n2Cc2ccco2)c1,0.4,-4,-20,-0.6,4.1,10,0,-1,-4,-2.4
CCOC(=O)C1CCN(CCC(=O)Nc2cccc(Cl)c2)CC1,-1.0,-4,14,-6.7,.,1,6,-3,1,0.2
NC(=O)C1CCN(C(=O)COc2ccc3c4c(c(=O)oc3c2)CCC4)CC1,1.1,-11,13,-0.6,0.6,-12,0,7,0,-0.3
COc1ccccc1C(=O)COC(=O)C1CCN(S(=O)(=O)c2ccccc2)CC1,.,1,.,3.8,-0.6,.,21,.,-2,-0.1
COc1ccc(NS(=O)(=O)c2ccc3oc(SC(C)C(N)=O)nc3c2)cc1 (configuration not stated),0.2,-3,-3,-0.1,1.1,-5,4,4,-5,-2.5
CN1CCN(S(=O)(=O)c2ccc(C(F)(F)F)cc2)C(c2ccccc2)C1 (configuration not stated),0.7,-4,.,i,-0.7,-5,11,.,3,-4.0
Oc1ccc(/C=C/c2ccc3cccc(O)c3n2)cc1Br,?,-5,26,-0.5,0.3,8,-16,3,-2,4.3
O=c1oc2cc(Oc3c([N+](=O)[O-])cc(C(F)(F)F)cc3[N+](=O)[O-])ccc2c2c1CCCC2,0.3,-19,30,-0.2,.,6&-20,5,3,11,0.7
O=C(NC1CCN(Cc2ccccc2)CC1)c1cncc(Br)c1,0.1,-4,-6,-0.2,0.5,-3,4,-3,3,-0.4
COc1ccc(/C=C(/NC(=O)c2ccco2)C(=O)N2CCCCC2)cc1,2.6,0,8,i,0.5,6,-12,0,0,-0.6
COc1ccc(N(C(=O)CSCC(=O)Nc2cc(C)on2)C(C(=O)NC2CCCCC2)c2ccc(O)c(O)c2)cc1 (configuration not stated),1.0,-10,-7,-0.3,-2.6,-1,3,5,-1,-1.1
Cc1ccccc1NS(=O)(=O)c1ccc(NC(=O)CSCc2ccc(Br)cc2)cc1,21,12,-4,i,.,-4,2,7,1,-0.4
CCc1nnc(N/N=C/c2ccc(-c3ccc([N+](=O)[O-])cc3)o2)n1N,-0.6,65*,5,-0.3,-0.4,.,-13,4,4,7.5
CCC(=O)c1ccc(OCCn2cnc3ccccc32)cc1,0.4,0,21,i,2.5,12,2,1,-2,0.1
COc1ccc(CN2C(=O)CCC2(C)c2nc3ccccc3[nH]2)cc1 (configuration not stated),.,1,.,.,0.4,.,.,.,-14,-6.6
CC(C)(C)c1ccc(-c2c(C#N)c(N)nc3c2CCCC3)s1,-1.7,-5,13,.,.,-16,8,-5,-11,0.2
O=C(COC(=O)/C=C/c1ccc(Cl)cc1)Nc1ccc2c(c1)OCCO2,0.0,17,0,-0.2,.,-10,-10,-1,-4,-0.8
CCOC(=O)C1CCCN(C(=O)CCn2nnnc2CN2CCOCC2)C1 (configuration not stated),-0.2,3,19,-0.3,2.9,3,7,-5,-3,-0.2
Cc1c(Cl)c([N+](=O)[O-])nn1CCCC(=O)Nc1c(C)n(C)n(-c2ccccc2)c1=O,0.3,-2,6,i,1.2,-18,-6,3,3,-0.4

Next part:
molecule,PfHsp40 rescue,CCHFV vOTU inh,DUSP3 inh,BH1578 lux ind,TcdB inh,SSB-PriA inh,Yp Topo-I inh,3CLpro inhibitor,Anthrax LF prot,BoNT A protease
O=C(O)Cc1ccc(NC(=O)CCN2C(=O)c3ccc([N+](=O)[O-])cc3C2=O)cc1,-0.8,-10,-7,-0.5,0.1,-16,1,-2,-4,-0.8
Cc1nnc(Sc2cc(NCCCO)c([N+](=O)[O-])c3nonc23)s1,-0.4,31*,26,-0.5,-0.5,0,-12,7,-2,-1.1
COc1cc(CCC(=O)NCC2CCCO2)cc(OC)c1OC (configuration not stated),1.4,24,10,i,0.2,-14,0,-2,0,0.1
CCCCCCn1c(=O)n2n(c1=O)C[C@]1(OC(=O)NCc3ccccc3)CN(S(=O)(=O)c3ccc(C)cc3)C[C@]1(O)C2,.,16,.,-0.2,0.7,.,9,.,-2,0.2
CCOC(=O)C1=CCN(S(=O)(=O)c2ccccc2F)C1c1cccc(F)c1 (configuration not stated),.,-4,.,.,1.1,.,.,.,-3,0.2
COc1ccccc1-c1nc(C#N)c(N2CCc3ccccc3C2)o1,1.0,-57,7,i,2.1,56*,5,1,-6,0.1
C#CCOCCOCCOCCNc1nc(N2CCN(C(=O)Cn3cc(CCCCN)nn3)CC2)nc(N2CCN(C(=O)[C@H](CCCCN)n3cc(CCCC)nn3)CC2)n1,0.3,9,.,-3.6,-0.2,-1,6,.,-6,0.3
O=C(NCc1ccc2c(c1)OCO2)c1ccc(S(=O)(=O)N2CCOCC2)cc1,1.8,-10,19,-0.3,1.3,-1,6,1,-6,-0.8
Cc1noc(C)c1S(=O)(=O)Nc1ccc2c(c1)C(=O)N([C@H](C)CO)C[C@H](C)[C@@H](CN(C)C(=O)NC(C)C)O2,-0.7,2,.,1.0,0.6&-1.5,-6,-1,.,0,-0.4
COc1ccc(Cl)cc1NC(=O)CN(C)CC(=O)Nc1ccc(C)cc1Br,5.4,4,8,-0.2,0.7,-16,34,5,0,0.2
Cc1ccsc1C(=O)NCC(c1cccs1)N1CCOCC1 (configuration not stated),.,2,.,-0.2,-1.1,.,3,.,-7,-0.2
O=C(CSCc1ccccc1)NCCc1ccc(F)cc1,-0.7,-1,15,0.3,0.6,-9,-11,-3,-26,-8.6
CC(OC(=O)c1ccc(Br)c(S(=O)(=O)N2CCOCC2)c1)C(=O)NC1CCCCC1C (configuration not stated),0.1,0,.,i,0.2,-12,8,.,-7,-1.8

Some of the compounds tested; rates above refer to the full screens.
